Screening results: PubChem, National Center for Advancing Translational Sciences (NCATS)
TRHR PAM: qHTS for Small Molecule Agonists and Allosteric Enhancers of Human TRH Receptor: Primary Screen for Enhancers. Thyrotropin-releasing hormone receptor (Homo sapiens), P34981. hit rate 0.66% among 360,000. enhancement, % at 2 µM. TRHR cells, fluo-8 calcium fluorescence, EC20 TRH enhancement. AID 493056, 2011; in the data active means enhancement above about 30%; further: 0% is about no effect
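Enhancer read-out: after compound pinning and an initial kinetic agonist-mode read, an EC20 of TRH (10 nM final) was injected and fluo-8 calcium signal (Ex 480/Em 530) followed at 1 s/cycle for 100 cycles in TRHR-expressing cells.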
Pin1 inhibitor: qHTS Assay to Find Inhibitors of Pin1; AID 504891, 2011; Pin1 FP peptide displacement, HiFluor488, 10 min; Peptidyl-prolyl cis-trans isomerase NIMA-interacting 1 (Homo sapiens), Q13526; hit rate 0.009% among 390,000; Potency, µM (highest dose often 115 µM), for inactives: at the top dose activity, negative = inhibition, most hits filed as inhibitors; active means well fitted inhibition curve with a large enough effect in the polarisation, with a control signal flat, not every such curve was filed as active; inconclusive means small, poorly fitted or top-dose-only effect, or effect the other way, or a change in a side signal; inactive means no such curve, though single readings can be large or run the other way; the % refers to the polarisation; further: potency means the concentration at half of the fitted maximal effect; on the % scale 0 is the no-effect control and ±100 the full control effect
Target sequence (Q13526 whole entry, looked up): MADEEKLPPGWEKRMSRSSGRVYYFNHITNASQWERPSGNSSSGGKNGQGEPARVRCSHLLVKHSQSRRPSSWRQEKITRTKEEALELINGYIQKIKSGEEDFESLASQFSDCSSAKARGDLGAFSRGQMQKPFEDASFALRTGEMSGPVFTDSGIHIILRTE
USP1-UAF1 inh: Inhibitors of USP1/UAF1: Primary Screen. AID 743255, 2014. hit rate 0.23% among 390,000. Ubiquitin carboxyl-terminal hydrolase 1 (Homo sapiens), O94782. recombinant USP1/UAF1, Ub-Rhodamine cleavage fluorescence. Potency, µM (doses to about 57.1 µM), inactives show at the top dose activity change, negative = inhibition, hits mostly inhibitors; further: potency means the concentration at half of the fitted maximal effect; on the % scale 0 is the no-effect control and ±100 the full control effect; nearly all actives have a fitted effect of over 60% in size; inactives centre near -12
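USP1/UAF1 complex at 1 nM was preincubated with compound for 15 min at room temperature, then Ub-Rho substrate (150nM final) was added. Fluorescence (480/540 nm) was read kinetically, 6 reads every 60 seconds.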
TrxR1 substrate: qHTS Assay for Substrates of Mammalian Selenoprotein Thioredoxin Reductase 1 (TrxR1): qHTS. Thioredoxin reductase 1, cytoplasmic (Rattus norvegicus), O89049. purified TrxR1 substrate turnover, NADPH consumption readout. Potency, µM (highest dose often 114 µM), inactives show at the highest dose activity change, negative = substrate turnover. hit rate 0.01% among 390,000; further: potency means the concentration at half of the fitted maximal effect; on the % scale 0 is the no-effect control and ±100 the full control effect; nearly all actives have a fitted effect of over 50% in size
Target sequence (O89049 whole entry, looked up): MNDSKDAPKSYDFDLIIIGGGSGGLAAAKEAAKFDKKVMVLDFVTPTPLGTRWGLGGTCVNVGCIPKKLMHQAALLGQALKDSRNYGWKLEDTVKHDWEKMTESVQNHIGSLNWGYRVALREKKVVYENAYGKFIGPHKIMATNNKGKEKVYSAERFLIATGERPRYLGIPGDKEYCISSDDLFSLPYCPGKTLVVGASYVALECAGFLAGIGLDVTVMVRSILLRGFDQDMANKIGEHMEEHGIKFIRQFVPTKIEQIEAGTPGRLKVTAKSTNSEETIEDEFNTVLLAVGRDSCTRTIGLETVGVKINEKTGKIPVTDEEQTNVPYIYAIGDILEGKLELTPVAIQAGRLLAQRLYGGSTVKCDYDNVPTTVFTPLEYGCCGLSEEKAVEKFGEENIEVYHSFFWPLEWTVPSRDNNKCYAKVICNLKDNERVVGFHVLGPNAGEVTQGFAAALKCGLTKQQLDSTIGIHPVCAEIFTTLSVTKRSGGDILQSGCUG
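Rat TrxR1, dispensed at 90 nM, was prereduced with 400 uM NADPH (final) for 5 min at ~22 deg C, then incubated with compound 15 min before 400 uM selenite. A first-read NADPH fluorescence drop versus no-compound background flagged substrates.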
D2 antag: HTS Assay for Allosteric Antagonists of the Human D2 Dopamine Receptor: Primary Screen for Antagonists. HEK293 TREx D2 cells, calcium flux, dopamine EC80. inhibition, % at 10 µM. hit rate 2% among 340,000. D(2) dopamine receptor (Homo sapiens), P14416; in the data active means inhibition above about 30%; further: 0% is about no effect
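HEK293 T-REx D2 cells, tet-induced, calcium dye no-wash. Cpd pintool add, 180 s kinetic, then EC80 DA, 180 s kinetic. Ca flux read.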
TRHR ag: qHTS for Small Molecule Agonists and Allosteric Enhancers of Human TRH Receptor: Primary Screen for Agonists. Thyrotropin-releasing hormone receptor (Homo sapiens), P34981. TRHR cells, calcium flux fluo-8, FDSS agonist mode. activation, % at 2 µM. hit rate 0.18% among 360,000. AID 493084, 2011; in the data active means activation above about 30%; further: 0% is about no effect
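In this calcium-flux screen, cells bearing human TRHR are dye-loaded with fluo-8, baselined for 10 cycles, then exposed to library compounds; positive kinetic calcium responses during the agonist phase mark hits, with TRH as control.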
IDH1 R132H inh: qHTS for Inhibitors of mutant isocitrate dehydrogenase 1 (IDH1): qHTS. Potency, µM (highest dose often 76.6 µM), inactives show top-dose activity change, negative = inhibition, actives largely listed as inhibitors. hit rate 0.093% among 390,000. Isocitrate dehydrogenase [NADP] cytoplasmic (Homo sapiens), O75874. IDH1-R132H enzyme, NADPH consumption, diaphorase/resazurin fluorescence; further: potency means the concentration at half of the fitted maximal effect; on the % scale 0 is the no-effect control and ±100 the full control effect; nearly all actives have a fitted effect of over 65% in size
Target sequence (O75874 whole entry R132H, stated change not applied): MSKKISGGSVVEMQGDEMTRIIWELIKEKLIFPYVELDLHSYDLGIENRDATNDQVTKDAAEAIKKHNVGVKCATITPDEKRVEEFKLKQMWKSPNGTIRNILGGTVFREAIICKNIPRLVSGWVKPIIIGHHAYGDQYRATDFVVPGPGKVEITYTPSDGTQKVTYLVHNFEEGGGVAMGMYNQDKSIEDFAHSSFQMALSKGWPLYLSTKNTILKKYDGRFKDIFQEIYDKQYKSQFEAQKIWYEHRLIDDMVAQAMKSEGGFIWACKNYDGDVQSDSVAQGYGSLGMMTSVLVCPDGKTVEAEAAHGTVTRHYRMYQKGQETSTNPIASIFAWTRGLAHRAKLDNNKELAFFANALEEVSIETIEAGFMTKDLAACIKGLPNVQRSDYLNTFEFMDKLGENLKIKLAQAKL
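IDH1-R132H (0.5 ug/mL dispensed) in pH 7.5 Tris buffer was preincubated 30 min with compound, then given a substrate mix of 0.016 mM NADPH and 2 mM alpha-KG for 80 min at room temperature; remaining NADPH was read by diaphorase/resazurin fluorescence.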
D2 ag: HTS Assay for Allosteric Agonists of the Human D2 Dopamine Receptor: Primary Screen for Agonists | HEK293 T-REx D2 cells, calcium flux agonist mode | activation, % at 2 µM | hit rate 0.53% among 340,000 | D(2) dopamine receptor (Homo sapiens), P14416 | AID 485358, 2010;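 active means activation over 3 SD above normal in the single-dose calcium agonist read, cut at about 30% in these data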; further: 0% is about no effect
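Agonism is scored from calcium flux in a force-coupled, inducible HEK293 cell line expressing D2, read kinetically for 180 s after compound addition against dopamine controls.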
rTrxR1 inhibitor: qHTS Assay for Inhibitors of Mammalian Selenoprotein Thioredoxin Reductase 1 (TrxR1): qHTS. Thioredoxin reductase 1, cytoplasmic (Rattus norvegicus), O89049. recombinant rTrxR1, NADPH fluorescence consumption, selenite substrate. Potency, µM (series often up to 114 µM), inactives show at the top dose activity change, negative = inhibition, actives largely listed as inhibitors. hit rate 1% among 390,000. AID 588453, 2011; further: potency means the concentration at half of the fitted maximal effect; on the % scale 0 is the no-effect control and ±100 the full control effect; nearly all actives have a fitted effect of over 65% in size
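Rat TrxR1 (90 nM in the dispensed reagent) was pre-reduced with 400 uM NADPH for 5 min at room temperature, then incubated with compound for 15 min. After 400 uM selenite was added, NADPH fluorescence (Ex 340/Em 450 nm) was followed for 8 min.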
Starred values were filed as active, the others as inactive; ? = inconclusive; nt = no result given; [ ] = remark or other dose. Unless noted, the call rests on the fitted dose curve; in most records, active means well fitted inhibition curve with a large enough effect; inconclusive means small, poorly fitted or top-dose-only effect; inactive means no such curve, though single readings can be large or run the other way. A portion of the library, so the mix of outcomes need not match the whole.

SMILES	TRHR PAM	Pin1 inhibitor	USP1-UAF1 inh	TrxR1 substrate	D2 antag	TRHR ag	IDH1 R132H inh	D2 ag	rTrxR1 inhibitor
COc1cc(C(C(=O)NC2CCCCC2)N(C(=O)c2snc(C(N)=O)c2N)c2ccc(C)cc2)ccc1O (stereo not given)	-10	2%	-9%	26%[57.1 µM]	27	-0.6	-24%	-0.1	17%[57.1 µM]
CCOC(=O)c1cc(OC(=O)c2cccc(Cl)c2)n(-c2ccccc2)n1	1	5%	12%	-4%[57.1 µM]	nt	1.0	-14%	1.1	8%[57.1 µM]
COC(=O)COc1ccc2cc(-c3ccc(OC)cc3)c(=O)oc2c1	2	-3%	-13%	nt	nt	0.6	2%	nt	nt
CC(C)c1nn(-c2cc(C(F)(F)F)ccn2)c(=O)o1	-3	2%	-6%	6%	-24	0.0	7%	1.0	18%
O=c1oc2ccc(Cl)cc2cc1-c1ccccc1	-3	-6%	-4%	10%	18	-1.0	3%	-0.3	16%
OC(c1cccc(OCc2ccccc2)c1)c1nnc(-c2ccccc2)o1 (stereo not given)	-7	?	-19%	-7%	nt	0.3	1%	nt	-8%
COc1ccc(S(=O)(=O)N2CCN(C(=O)c3ccc(NC(C)=O)cc3)CC2)cc1	2	-7%	-17%	9%	7	-0.1	11%	0.2	-10%
Cn1c(CC(=O)Nc2ccc(F)cc2)nnc1SCC(=O)Nc1nncs1	8	4%	-22%	10%	-16	1.2	2%	0.4	30%
O=C(NNC(=S)Nc1ccc(Br)cc1Cl)c1ccco1	10	-4%	-13%	-11%	0	-0.2	4%	-0.3	-14%
O=C(CCCSc1nc2ccccc2[nH]1)Nc1nnc(C2CC2)s1	-19	2%	-12%	1%	-12	0.1	0%	-2.7	22%
COc1ccc(CCNC(=O)c2cc(-c3ccccc3O)n[nH]2)cc1OC	-3	-8%	-15%	-6%	15	-0.7	3%	0.2	-13%
CC1=C(C(=O)Nc2cccnc2)C(c2ccccc2Cl)n2nc(-c3ccccc3)nc2N1 (stereo not given)	-2	20%	-23%	2%	nt	0.1	-19%	0.7	22%
COc1ccccc1N1CCN(C(CNC(=O)C2CCCCC2)c2cccnc2)CC1 (stereo not given)	-9	2%	-8%	1%[57.1 µM]	26	0.1	-4%	0.3	14%[57.1 µM]
Cc1ccccc1N1CCN(CCCCN2C(=O)C3CCCN3C2=O)CC1 (stereo not given)	1	-1%	-4%	-15%	59*	0.7	2%	7.6	-6%
COc1ccc2c(c1)CC(C1(O)C(=O)N(C)c3ccccc31)C2=O (stereo not given)	2	-2%	-12%	-7%	-20	0.4	2%	0.9	-21%
CC(C)(C)NS(=O)(=O)c1ccc2c(c1)oc(=O)c1cc(S(=O)(=O)NC(C)(C)C)ccc12	3	3%	-6%	0%	9	0.6	4%	-0.4	3%
CCOC(=O)N1CCN(C(c2cccc(OC)c2)c2sc3nc(C)nn3c2O)CC1 (stereo not given)	-4	-5%	4%	2%	-5	0.0	6%	-1.5	9%
CCC(=O)N1CCc2cc(CNC(=O)Nc3ccccc3Cl)ccc21	2	0%	-16%	-1%[57.1 µM]	nt	-0.4	7%	0.5	17%[57.1 µM]
CC(=O)CC(=O)Nc1nc(C)cc(C)n1	7	-2%	-14%	8%	-6	0.7	2%	1.9	19%[57.1 µM]
O=C(CCSCc1ccc(Cl)cc1)N1CCN(c2ccccc2F)CC1	-2	0%	1%	1%[57.1 µM]	nt	-0.1	-8%	0.7	14%[57.1 µM]

Arranged by value in rTrxR1 inhibitor (descending): some entries from above.
Molecule	rTrxR1 inhibitor
O=C(CCCSc1nc2ccccc2[nH]1)Nc1nnc(C2CC2)s1	22%
Cc1ccccc1N1CCN(CCCCN2C(=O)C3CCCN3C2=O)CC1 (stereo not given)	-6%
COc1ccc2c(c1)CC(C1(O)C(=O)N(C)c3ccccc31)C2=O (stereo not given)	-21%

Continued:
SMILES	TRHR PAM	Pin1 inhibitor	USP1-UAF1 inh	TrxR1 substrate	D2 antag	TRHR ag	IDH1 R132H inh	D2 ag	rTrxR1 inhibitor
CC1=N/C(=C/c2ccco2)C(=O)O1	14	?	-11%	4%[57.1 µM]	15	0.4	6%	0.8	9%[57.1 µM]
CCOc1ccc(-c2nnc3ccc(SC)nn23)cc1	nt	-7%	-5%	7%[57.1 µM]	nt	nt	3%	nt	19%[57.1 µM]
c1ccc(NC2=NCCN2CCCC2CCCC2)cc1	3	-6%	-8%	0%	4	1.0	-19%	0.3	5%
O=C1C(C2=C(O)c3ccccc3C2=O)=Nc2ccccc21	5	-5%	14µM*	35µM*	6	-0.7	-11%	-0.1	14µM*
O=C(N1CCCC1)C12CC3CC(CC(C3)C1)C2	4	0%	28%	7%	nt	0.3	14%	nt	1%
COc1cccc(NC(=O)c2ccc(NC(=O)C(C)C)cc2)c1	2	2%	?	2%[57.1 µM]	-18	-0.6	-5%	-1.0	22%[57.1 µM]
Cc1ccc(S(=O)(=O)N2CCN(C(=O)c3ccccc3)C2C(C)C)cc1 (stereo not given)	12	?	5%	4%[57.1 µM]	-15	-0.9	2%	0.1	15%[57.1 µM]
Cc1ccc(CCNC(=O)c2coc3nc4ccccc4nc23)cc1	-3	?	-21%	14%	-18	0.4	0%	1.0	3%
CCOC(=O)C1CCCN(C(=O)COC(=O)c2cccs2)C1 (stereo not given)	nt	0%	-10%	10%[57.1 µM]	nt	nt	11%	nt	9%[57.1 µM]
O=C(NCCCN1CCCCCC1)c1ccc2c(c1)sc1nc(-c3ccccc3)cn12	14	6%	9%	-10%	nt	0.3	-4%	-0.8	-9%
Cc1c(Br)cc(C(=O)O)c(C)c1C	-5	0%	-13%	8%[11.4 µM]	-4	0.1	5%	-0.3	17%[11.4 µM]
CC(C)(C)NC(=O)c1cc(NC(=O)c2cccs2)cc(NC(=O)c2cccs2)c1	-3	20%	-8%	3%	-11	-1.0	-21%	-1.9	38%[activator]
Cc1ccc(-c2nnc(COc3cccc(-n4cnnn4)c3)o2)cc1	0	1%	-8%	10%	11	-0.1	7%	-0.8	16%
CC1=NN2C(=N)/C(=C\c3cc(C)n(-c4cccc(C)c4)c3C)C(=O)N=C2S1	-9	10%	-17%	8%[57.1 µM]	4	-0.7	-1%	-1.3	9%[57.1 µM]
COc1ccc(CN2CCN(S(=O)(=O)c3ccc(C)cc3)CC2)cc1Br	-10	-6%	-16%	-5%	16	1.5	0%	0.2	-5%
Cc1ccccc1C(=O)Oc1ccccc1N1C(=O)C2CC=CCC2C1=O (stereo not given)	2	7%	-18%	-2%	-11	-0.2	3%	-0.6	13%
CCOC(=O)c1c(S(=O)(=O)NCC(=O)Nc2cc(C)ccn2)c(C)n(C)c1C	-3	-3%	-8%	-5%	7	0.0	-9%	-0.3	0%
CCN(CC)S(=O)(=O)c1ccc2oc(C(=O)NC3CC3)c(C)c2c1	8	0%	-9%	0%	14	-0.5	-14%	-3.0	15%
COc1ccc(CC(=O)N(Cc2ccccc2)C(C)C)cc1	-8	-5%	-17%	0%	-12	-1.9	0%	0.1	18%
O=C(C[C@H]1C/C=C\C[C@H](NC(=O)OCC2c3ccccc3-c3ccccc32)C(=O)O[C@H](c2ccccc2)CNC1=O)N[C@H](CO)Cc1ccccc1	nt	-3%	-17%	5%[57.1 µM]	nt	nt	-7%	nt	-5%[57.1 µM]
CC1CCCC(C)N1C(=O)COC(=O)c1nn(C)c(=O)c2ccccc12 (stereo not given)	-4	-1%	-24%	6%	-12	0.0	-3%	0.0	23%
O=C1C(Cc2ccccc2)SC(=Nc2ccccc2)N1c1ccccc1 (stereo not given)	-1	8%	-10%	-3%	3	2.1	2%	0.7	2%
CCC(=O)N1CCc2cc(Br)cc(S(=O)(=O)CCC(=O)Nc3ccc(CC)cc3)c21	-2	5%	-11%	-3%	nt	-0.3	-1%	-0.9	11%
CC1(C(=O)c2ccccc2)C2c3c(ccc4ccccc34)OC(=O)C21C(=O)N1CCOCC1 (stereo not given)	20	1%	-13%	4%	-13	0.4	0%	-0.7	11%
O=C1OC2(CCCCC2)OC(=O)C1=CNc1ccc2c(c1)OCO2	1	-3%	2%	-7%	3	-0.4	5%	0.2	-19%
O=C(Nc1ccccc1)NC1(C(=O)NCc2ccc3c(c2)OCO3)CCCCC1	-12	7%	-13%	1%	-3	-1.6	1%	1.1	6%
CCOC(=O)c1ccccc1NC(=O)COC(=O)c1ccc(OCC(=O)N2CCOCC2)c(OCC)c1	nt	2%	-15%	-2%	nt	nt	1%	nt	-4%
CC(=O)Nc1ccc(C(=O)CN2C(=O)NC3(CCCc4ccccc43)C2=O)c(F)c1 (stereo not given)	nt	6%	-14%	2%	nt	nt	-7%	nt	15%
CC(C)Nc1nc2c(-c3cccc(Br)c3)nnn2c2ccccc12	-16	-1%	?	44%[activator]	nt	0.5	-11%	0.1	50%[activator]
